Screening results deposited in PubChem by Broad Institute.
EWS-Fli inh – inhibitors of EWS/Fli oncoprotein transcriptional activity. 350,000 compounds, 0.67% hits. A673 NR0B1-luciferase reporter, viability-normalised. inhibition, % at 12.6 µM;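 active means mean inhibition of at least 50% after viability correction, with every replicate also passing that limit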;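 further: firefly luciferase signal divided by Alamar Blue viability fluorescence both relative to DMSO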
SIRT5 inh – sirtuin-5 (human) deacylase inhibition | Q9NXA8 | Purified SirT5, succinyl-peptide AMC, trypsin-coupled fluorescence | inhibition, % at 15 µM | 330,000 compounds, 1.1% hits | AID 652115; in the data active means inhibition above about 15%
Target sequence (Q9NXA8 whole entry, looked up): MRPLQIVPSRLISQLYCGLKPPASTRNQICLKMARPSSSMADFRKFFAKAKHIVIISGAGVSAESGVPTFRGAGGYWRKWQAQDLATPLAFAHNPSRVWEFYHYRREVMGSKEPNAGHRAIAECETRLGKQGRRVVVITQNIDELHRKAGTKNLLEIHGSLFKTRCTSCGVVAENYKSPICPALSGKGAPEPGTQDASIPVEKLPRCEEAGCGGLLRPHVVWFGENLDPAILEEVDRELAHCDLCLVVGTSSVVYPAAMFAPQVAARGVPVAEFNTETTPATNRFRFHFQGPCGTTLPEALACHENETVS
PAX8 reporter – inhibitors of PAX8 transcriptional activity in RMG-I cells. AID 652154. 360,000 compounds, 1.2% hits. RMG-I TPO-luciferase reporter, SteadyGlo, 24 h. inhibition, % at 12.6 µM;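 active means mean replicate inhibition at least 60% with every replicate also reaching 60%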;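 further: luciferase light reporting Pax8 driven TPO promoter activity; plate controls were median of neutral control wells for no effect and mitoxantrone controls for full effect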
DENV2 CPE – DENV2-induced cell death inhibition. DENV2-infected cells, cytopathic effect rescue, plate reader. CPE inhibition, % at 9.99 µM. 350,000 compounds, 1.7% hits. AID 651640; in the data active means CPE inhibition above about 20%, passing the limit was not always enough; tested in BHK-21 cells;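 further: 0% = median of neutral control wells and 100% = median of positive control wells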
ARNT TACC3 PPI – ARNT/TACC3 interaction disruption; Q9Y6A5; AlphaScreen His-ARNT PAS-B/GST-TACC3 binding, luminescence; TACC3 fragment carries E629A point mutation; inhibition, % at 9.99 µM; 390,000 compounds, 0.66% hits;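 active means mean inhibition of replicates at least 50% and at least half of replicates each reaching 50%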;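 further: 0% = complete ARNT plus TACC3 wells and 100% = ARNT alone without TACC3; many hits fall short of the cut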
LGR2 antag – inhibitors of bursicon-induced Drosophila LGR2 receptor cAMP signaling; HEK293 LGR2, CRE-luciferase, bursicon-stimulated, 4 h; inhibition, % at 9.99 µM; 380,000 compounds, 0.35% hits; AID 720647;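 active means drop in luminescence signal, shown as inhibition above about 50% in the replicate tests, limit read from the data, passing the limit was not always enough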;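 further: agonist challenge used bursicon conditioned medium at about half maximal strength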
CASP6 VEID inh – caspase-6 (human) enzyme inhibition; P55212; purified caspase-6, Z-VEID-R110 cleavage fluorescence; inhibition, % at 12.5 µM; 350,000 compounds, 0.53% hits; AID 686996;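 active means mean inhibition across replicates at least about 35%, with every replicate also reaching that limit, limit read from the data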;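 further: 0% = median of neutral control wells and 100% = no fluorescence left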
Target sequence (P55212 24-179 limits assumed): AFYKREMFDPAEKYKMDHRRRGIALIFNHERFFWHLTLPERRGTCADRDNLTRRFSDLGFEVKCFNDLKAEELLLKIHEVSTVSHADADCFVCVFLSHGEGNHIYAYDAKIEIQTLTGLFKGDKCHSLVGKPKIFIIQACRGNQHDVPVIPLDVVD
Target sequence (P55212 194-293 limits assumed): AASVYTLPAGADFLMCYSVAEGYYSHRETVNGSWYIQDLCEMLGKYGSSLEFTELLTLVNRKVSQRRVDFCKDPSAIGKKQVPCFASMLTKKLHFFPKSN
An asterisk follows results filed as active; nt = no result given; & = joins results of further samples. Rows are unselected (roughly 4.9% active in at least one column).

SMILES	EWS-Fli inh	SIRT5 inh	PAX8 reporter	DENV2 CPE	ARNT TACC3 PPI	LGR2 antag	CASP6 VEID inh
CC(OC(=O)c1cc(=O)[nH]c2ccccc12)C(=O)c1ccccc1 (configuration not stated)	5	5	20	4	-14	8	-1
COc1ccc(NC(=O)CCCC2CCCCC2)cc1S(=O)(=O)N1CCCCC1	8	-3	-14	0	-7	nt	-1
COc1cccc(-n2nc(C(C)=O)c(C#N)c2-c2ccco2)c1	1	-1	-10	2	nt	-6	1
C[C@H]1CCCCO[C@H](CN(C)C(=O)c2ccccc2)[C@@H](C)CN([C@@H](C)CO)C(=O)c2cc(NC(=O)C3CCCCC3)ccc2O1	12	2	-5	1	-2	-3	3
CCC(C)c1ccc(NC(=O)C2=CC=CN3CCS(=O)(=O)N=C23)cc1 (configuration not stated)	-54	0	-75	8	1	-36	1
Cc1nn(CCOc2ccccc2)c(=O)n1-c1ccc(Cl)cc1	-58	-4	-43	5	-6	-29	3
O=C(Nc1cccc(Cl)c1)N1CCOCC1	-5	-1	11	7	5	nt	-2
O=C(c1cccnc1)N1CC[C@@H]2[C@@H](CO)Nc3ccc(-c4ccccc4)cc3[C@@H]21	9	nt	1	8	9	18	2
CC1(C(=O)OCc2cc(=O)n3cc(Br)ccc3n2)CC1(Cl)Cl (configuration not stated)	-107	-1	-162	nt	3	-146	4
COc1ccc2c3c([nH]c2c1)[C@H](CO)N(C(=O)NC1CCCC1)CC31CCN(C(=O)Nc2cccc(F)c2)CC1	13	8	nt	5	nt	6	2
COc1ccccc1NC(=O)N1C[C@H](O)COC[C@H]2O[C@H](CC(=O)NCCc3ccccc3)CC[C@@H]21	1	-3	9	12	-20	7	2
COc1ccc(CN2C[C@@H](O)COC[C@@H]3O[C@H](CC(=O)NCc4ccncn4)CC[C@H]32)cc1	2	3	-11	7	-2	9	-2
CC(=O)Nc1ccc(OC(=O)COc2ccc(Br)cc2)cc1	-16	-3	-6	-8	-3	-1	-2
O=[N+]([O-])c1ccc(CN2CCN(c3ccc4ccccc4n3)CC2)cc1	-12	-1	1	0	-2	-5	0
COc1ccc(CCNC(=O)c2ccc(COc3ccccc3OC)o2)cc1	-15	-3	4	-3	20	-3	-2

A stretch taken from the entries so far:
SMILES	EWS-Fli inh	SIRT5 inh	PAX8 reporter	DENV2 CPE	ARNT TACC3 PPI	LGR2 antag	CASP6 VEID inh
CC(=O)Nc1ccc(OC(=O)COc2ccc(Br)cc2)cc1	-16	-3	-6	-8	-3	-1	-2
O=[N+]([O-])c1ccc(CN2CCN(c3ccc4ccccc4n3)CC2)cc1	-12	-1	1	0	-2	-5	0

Additional compounds:
SMILES	EWS-Fli inh	SIRT5 inh	PAX8 reporter	DENV2 CPE	ARNT TACC3 PPI	LGR2 antag	CASP6 VEID inh
Nc1ccc(S(=O)(=O)NN=Cc2ccccc2[N+](=O)[O-])cc1	-4	-2	-7	3	-7	0	1
CC1(C(=O)N2CC3(CC(c4cccc([N+](=O)[O-])c4)=NO3)C[C@H]2C(=O)NCC(N)=O)CC1 (some centres not stated)	-12	nt	14	-2	-1	-3	-1
COc1ccc(-c2nc3c(-c4ccc(Cl)cc4)cnn3cc2C)cc1F	1	2	6	1	-1	3	-4
O=C(CCSCc1ccccc1Cl)NC1CCCCC1	-13	0	-10	1	-7	-36	-1
CCOC(=O)N1CCN(C(=O)c2ccc3c(=O)n(-c4ccccc4F)c(=S)[nH]c3c2)CC1	-1	-1	22	-2	-3	nt	10
CC1C(=O)N2CCCc3cc(NC(=O)C4CCCCC4)cc1c32 (configuration not stated)	4	-1	-1	6	1	-7	2
COc1ccccc1-c1nnc(SCC(=O)O)n1-c1ccccc1	4	-1	-2	-5	-9	nt	-1
Cc1ccc(S(=O)(=O)N2CCC(C(=O)N3CCc4ccccc43)CC2)cc1	1	-1	15	5	1	-12	-1
O=C(c1cc2c(c(-c3cccc(-c4ccc(F)cc4)c3)n1)[C@@H](CCO)N(C(=O)c1ccc3c(c1)OCO3)C2)N1CCOCC1	7	5	6	10	0	-16	-2
O=C(/C=C/c1ccc(Cl)cc1)Nn1c(-c2cccs2)nc2ccccc2c1=O	-7	-2	9	-8	3	0	-2
CNC(=S)N1CCC(c2nc3ccccc3s2)CC1	-39	-3	-25	nt	13	-24	-2
C[C@H](CO)N1C[C@H](C)[C@H](CN(C)S(=O)(=O)c2ccccc2F)Oc2cc(C#Cc3ccccc3)ccc2S1(=O)=O	0	1	-2	2	-2	6	-3
CN(Cc1nccs1)C(=O)C1CCC(=O)N(Cc2ccccc2F)C1 (configuration not stated)	nt	1	-2	3	-4	11	1
COc1ccc(C2C3C(=O)N(N(C)c4ncc(C(F)(F)F)cc4Cl)C(=O)C3ON2C)cc1 (configuration not stated)	7	0	18	1	-1	nt	-4
COc1ccc(CNc2ccc3c(c2)nc(C)n3C)cc1OC	-85	10	-95	-1	-3	-12	-4

Four compounds from above, ordered by their value in ARNT TACC3 PPI, falling.
Molecule | ARNT TACC3 PPI
CNC(=S)N1CCC(c2nc3ccccc3s2)CC1 | 13
Cc1ccc(S(=O)(=O)N2CCC(C(=O)N3CCc4ccccc43)CC2)cc1 | 1
CCOC(=O)N1CCN(C(=O)c2ccc3c(=O)n(-c4ccccc4F)c(=S)[nH]c3c2)CC1 | -3
COc1ccccc1-c1nnc(SCC(=O)O)n1-c1ccccc1 | -9

Next section
SMILES	EWS-Fli inh	SIRT5 inh	PAX8 reporter	DENV2 CPE	ARNT TACC3 PPI	LGR2 antag	CASP6 VEID inh
C[C@H](CO)N1C[C@H](C)[C@H](CN(C)C(=O)c2ccc(F)cc2)Oc2ncc(C3=CCCCC3)cc2C1=O	1	-1	nt	-5	0	-15	2
Cc1ccc(C2(c3noc(CN(C)Cc4cccnc4)n3)CCCC2)cc1	5	-4	-17	3	18	8	-5
CCCNC(=O)N1CC2(CN(C(=O)C3CCC3)C2)c2c([nH]c3cc(OC)ccc23)[C@H]1CO	-10	nt	nt	8	nt	-9	nt
O=C(Nc1ccc(Cl)c(Cl)c1)Nc1ccc([N+](=O)[O-])cn1	6	-1	17	5	-5	8	-1
CCC(O)(C#CCN1CCCCC1)CC	-11	-4	14	1	-5	nt	-7
Cc1ccc(S(=O)(=O)N(CCC(=O)NCc2ccccc2F)c2ccccc2)cc1	-10	-2	5	3	-5	9	1
CC(C)CN(CCCNC(=O)CN1C(=O)COc2ccc(S(=O)(=O)N3CCOCC3)cc21)CC(C)C	nt	-12	-4	0	1	4	-34
CC12CCC(=O)N1C(C(=O)NNC(=O)c1ccccc1Cl)CS2 (configuration not stated)	-6	1	9	1	7	12	0
N#Cc1ccc2c(c1)NC(=O)C1CCCN21 (configuration not stated)	-2	9	18	1	4	-3	9
C[C@H]1CN([C@@H](C)CO)C(=O)Cc2cc(NC(=O)CCN3CCOCC3)ccc2O[C@@H]1CN(C)C(=O)NC1CCCCC1	-13	-1	-5	-4	-10	-8	-1
C[C@H]1CN([C@@H](C)CO)C(=O)Cc2cc(NC(=O)Nc3ccc(F)cc3)ccc2O[C@H]1CN(C)C(=O)Nc1ccc(F)cc1	-6	16*	nt	-2	-10	-5	nt
Cc1ccc(S(=O)(=O)N(C)c2ccc(C(=O)N3CCOCC3)cc2)cc1	1	-3	-16	7	nt	-1	0
CCCCCCSc1ccc([C@@H]2[C@H]3C(=O)N(C)C(=O)[C@H]3[C@]3(C(=O)OC)CCCCN23)cc1	15	-5&-3	15	-13	nt	17	1&4
c1ccc(C2=Nc3cccnc3C(c3ccccc3)=NN2)cc1	7	-2	-8	1	-8	4	-1
Cc1ccc(NC(=O)c2ccc3c(c2)OCO3)cc1S(=O)(=O)N1CCOCC1	-13	0	-3	-9	25	-5	0
CCCNC(=O)Nc1ccc2c(c1)C(=O)N(C)C[C@@H](OC)[C@@H](C)CN(Cc1cncnc1)[C@@H](C)CO2	1	-3	nt	nt	5	-1	-5
O=C(N/N=C/c1ccc2nccnc2c1)c1ccncc1	3	-1	6	3	15	-10	-1
CCN(CC(=O)Nc1ccc(NC(C)=O)cc1)C(=O)C(c1ccccc1)c1ccccc1	10	-3	9	8	2	nt	-1
Cc1noc(C)c1COc1ccccc1C(=O)NNC(=O)c1ccccc1F	-1	-1	18	-1	0	-12	-1
COc1ccc(OC)c(-c2csc(NC(=O)Cc3ccccc3)n2)c1	-29	2	-28	-1	2	-14	-4
CC(OC(=O)Cc1coc2ccc3ccccc3c12)C(=O)Nc1ncc(Cl)cc1Cl (configuration not stated)	nt	nt	9	nt	-14	5	nt
O=C(NCc1ccc(F)cc1)C(Cc1ccccc1)NS(=O)(=O)c1cccs1 (configuration not stated)	nt	-2	nt	-14	-1	8	0
CN1C(=O)[C@@H]2[C@H](C1=O)[C@@H]1C(=O)Nc3ccccc3C(=O)N1[C@@H]2c1cccc(Br)c1	-15	-2	-6	14	-3	-12	0
CCOC(=O)C1(CC2CCCCO2)CCN(Cc2nc3ccccc3[nH]2)CC1 (configuration not stated)	2	-6	-2	-4	nt	-4	-3

In another format: entries from further up
compound: CCCNC(=O)Nc1ccc2c(c1)C(=O)N(C)C[C@@H](OC)[C@@H](C)CN(Cc1cncnc1)[C@@H](C)CO2
  EWS-Fli inh: 1 | SIRT5 inh: -3 | PAX8 reporter: nt | DENV2 CPE: nt | ARNT TACC3 PPI: 5 | LGR2 antag: -1 | CASP6 VEID inh: -5

compound: O=C(N/N=C/c1ccc2nccnc2c1)c1ccncc1
  EWS-Fli inh: 3 | SIRT5 inh: -1 | PAX8 reporter: 6 | DENV2 CPE: 3 | ARNT TACC3 PPI: 15 | LGR2 antag: -10 | CASP6 VEID inh: -1

compound: CCN(CC(=O)Nc1ccc(NC(C)=O)cc1)C(=O)C(c1ccccc1)c1ccccc1
  EWS-Fli inh: 10 | SIRT5 inh: -3 | PAX8 reporter: 9 | DENV2 CPE: 8 | ARNT TACC3 PPI: 2 | LGR2 antag: nt | CASP6 VEID inh: -1

compound: Cc1noc(C)c1COc1ccccc1C(=O)NNC(=O)c1ccccc1F
  EWS-Fli inh: -1 | SIRT5 inh: -1 | PAX8 reporter: 18 | DENV2 CPE: -1 | ARNT TACC3 PPI: 0 | LGR2 antag: -12 | CASP6 VEID inh: -1
